FEN1 inhibitor: qHTS Assay for the Inhibitors of Human Flap endonuclease 1 (FEN1); Recombinant FEN1 flap cleavage, fluorescence, 15 min; Potency, µM (titrated, usually from 114 µM), for inactives: at the highest dose activity change, negative = inhibition, most hits filed as inhibitors; actives 0.35% (n = 390,000); further: nearly all actives have a fitted effect of over 65% in size
Target sequence (P39748 whole entry, looked up): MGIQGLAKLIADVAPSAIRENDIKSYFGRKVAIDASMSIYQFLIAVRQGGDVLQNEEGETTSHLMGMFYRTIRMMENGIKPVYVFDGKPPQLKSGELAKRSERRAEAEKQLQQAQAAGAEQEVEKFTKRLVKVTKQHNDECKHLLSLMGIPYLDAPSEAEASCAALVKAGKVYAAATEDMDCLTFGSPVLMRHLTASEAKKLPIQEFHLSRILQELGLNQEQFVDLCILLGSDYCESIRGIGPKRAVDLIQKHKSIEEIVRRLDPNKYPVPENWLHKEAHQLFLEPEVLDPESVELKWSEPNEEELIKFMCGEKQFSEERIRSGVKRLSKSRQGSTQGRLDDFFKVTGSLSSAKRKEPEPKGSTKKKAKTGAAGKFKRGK
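Potency values derive from four-parameter Hill fits of normalized qHTS data. The reaction used 10 nM FEN1 preincubated 15 min at room temperature with compound, then 50 nM DNA substrate, read at 0 and 15 min.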
TDP1 inh: qHTS Assay for Inhibitors of Tyrosyl-DNA Phosphodiesterase (TDP1) | actives 0.28% (n = 350,000) | Potency, µM (titrated, usually from 130 µM), for the others: at the highest dose activity change, negative = inhibition, usual class: inhibitors | recombinant TDP1, AlphaScreen DNA substrate cleavage | Tyrosyl-DNA phosphodiesterase 1 (Homo sapiens), Q9NUW8; further: nearly all actives have a fitted effect of over 40% in size
Target sequence (Q9NUW8 whole entry, looked up): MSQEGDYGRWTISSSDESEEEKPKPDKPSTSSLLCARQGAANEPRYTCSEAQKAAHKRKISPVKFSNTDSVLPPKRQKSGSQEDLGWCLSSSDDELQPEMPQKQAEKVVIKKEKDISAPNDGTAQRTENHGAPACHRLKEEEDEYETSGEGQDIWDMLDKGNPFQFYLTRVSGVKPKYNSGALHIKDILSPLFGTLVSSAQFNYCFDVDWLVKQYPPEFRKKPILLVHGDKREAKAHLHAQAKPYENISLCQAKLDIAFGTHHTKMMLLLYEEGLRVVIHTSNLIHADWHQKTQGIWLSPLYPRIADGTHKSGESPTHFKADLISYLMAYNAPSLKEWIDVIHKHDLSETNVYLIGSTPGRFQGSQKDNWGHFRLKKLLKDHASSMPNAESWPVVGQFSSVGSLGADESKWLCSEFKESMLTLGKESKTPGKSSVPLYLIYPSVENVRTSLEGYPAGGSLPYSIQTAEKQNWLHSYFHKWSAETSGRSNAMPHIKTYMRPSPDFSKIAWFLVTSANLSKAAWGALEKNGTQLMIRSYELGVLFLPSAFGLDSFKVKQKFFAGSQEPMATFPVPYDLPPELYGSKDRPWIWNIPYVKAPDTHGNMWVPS
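Compounds were preincubated with Tdp1 (1 nM final) for 15 min at room temperature before substrate (15 nM final) started a 5 min reaction; beads (10 ug/ml final) were then added for 10 min before AlphaScreen detection.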
N370S GC: qHTS Assay for Inhibitors and Activators of N370S glucocerebrosidase as a Potential Chaperone Treatment of Gaucher Disease | Lysosomal acid glucosylceramidase (Homo sapiens), P04062 | N370S GC spleen homogenate, 4MU-glucoside fluorescence | Potency, µM (highest dose often 59.4 µM), for inactives: at the top dose activity change, negative = inhibition, usual class: inhibitors | actives 0.092% (n = 330,000);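 further: 0% = full enzyme activity and -100% = no enzyme basal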
* = called active by the depositor; ? = inconclusive; . = no result given; & = joins results of further samples; [ ] = dose if it differs, or a comment. The call rests on the fitted dose curve; in most records, active means well fitted curve in the direction sought with a large enough effect; inconclusive means small, poorly fitted or top-dose-only effect, or another doubt; inactive means no such curve, though single readings can be large; an effect the other way counts as inactive or inconclusive. Unless noted, on the % scale 0 is the no-effect control and ±100 the full control effect; potency means the concentration at half of the fitted maximal effect.

no. | smiles | FEN1 inhibitor | TDP1 inh | N370S GC
1 | O=C(NCc1cccs1)C1CCN(c2nccs2)CC1 | -3.2% | -5.1% | 11.7%[2.35 µM]
2 | COc1ccc(NCC(=O)N2CCCC2)cc1Cl | 3.3% | -5.0% | 6.8%
3 | Cc1cc(C(=O)O)cc(S(=O)(=O)Nc2ccccc2C(=O)NC(C)c2ccccc2)c1C (stereo not given) | -5.8% | 4.1% | 4.3%
4 | CCOC(=O)C(NC(=O)CC)(Nc1ccc(S(N)(=O)=O)cc1)C(F)(F)F (stereo not given) | -15.1% | 6.2% | 5.8%
5 | Cc1cc(C)cc(NC(=O)N2CCC(NC(=O)c3ccc(F)cc3)CC2)c1 | -1.4% | 4.9% | -2.2%
6 | COc1cc(NC(=O)CN2C(=O)c3ccccc3S2(=O)=O)c(OC)cc1Cl | -19.2% | 3.8% | 2.1%
7 | CCOC(=O)c1[nH]c(C)c(C(=O)NCc2cccc(OC)c2)c1C | -22.2% | 2.9% | .
8 | Cc1cs/c(=N\N=C\c2cccc([N+](=O)[O-])c2)n1Cc1ccco1 | 9.3% | -2.8% | -0.8%
9 | N#Cc1ccc(S(=O)(=O)N2CCc3[nH]c4ccc(F)cc4c3C2)cc1 | 0.2% | 2.7% | -6.5%
10 | CC(C)c1ccc(C2c3[nH]c4ccccc4c3C[C@H]3C(=O)N(c4ccccc4C(=O)N4CCC[C@@H]4C(=O)O)C(=O)N23)cc1 (stereo not given in full) | -4.0% | . | 1.6%
11 | Cc1csc(NC(=O)CN2CCCCCC2)n1 | -4.4% | -7.5% | -15.8%
12 | COc1ccc(CN2CCC(CO)(CCOc3ccccc3)CC2)cc1C | 7.1% | -2.7% | -0.7%
13 | Cc1[nH]c(=O)[nH]c(=O)c1S(=O)(=O)N1CCC(C(=O)N2CCN(Cc3ccccc3)CC2)CC1 | -3.8% | -1.1% | .
14 | CC(C)NC(=O)c1cc(-c2ccc3c(c2)OCO3)on1 | -0.9% | . | -5.1%
15 | CCOc1ccc(N)c(SSc2cc(OCC)ccc2N)c1 | ? | . | -19.7%
16 | CCOc1c2ccc(C(=O)N[C@H](C)C3CCCCC3)cc2nn1CCOC | 10.5% | 2.8% | -8.7%
17 | COc1cc(/C=C/C(=O)OCC(=O)c2ccc(OC(F)F)cc2)ccc1O | -14.3% | -0.6% | .
18 | O=C(CSCCc1ccccn1)Nc1ccc(Br)cn1 | -9.4% | 2.9% | 4.0%
19 | C=CCC1(O)C=CCC2C3C4C(OC(C)(C)C)C2C1C34 (stereo not given) | . | 5.8%[21 µM] | -5.7%[12.8 µM]
20 | COc1ccccc1CN(C)C(=O)c1ccccc1Sc1ccccc1C#N | -7.1% | 5.8% | -3.9%
21 | CCOc1ccc2c(c1)c(N=Nc1cccc(C(=O)O)c1)c(O)n2C | -26.3% | 4.7% | 8.1%
22 | OCC[C@@H]1C[C@@H](O)[C@H](O)[C@]2(OCCCc3ccccc32)O1 | -4.7% | . | -0.3%
23 | C[C@H]1COC(=O)CC/C=C\C[C@H](CC(=O)N(CCO)Cc2ccccc2)C(=O)N1 | -4.3% | 0.2% | .
24 | CC1=N/C(=C\c2ccc3c(c2)OCO3)C(=O)N1c1ccc(C(=O)O)cc1 | -0.9% | 2.4% | 0.5%
25 | CC1CCCCN1C(=O)Nc1ccccc1Cl (stereo not given) | 3.7% | 3.5% | -21.2%
26 | CC(C)NC(=O)Cn1ccc2cc(S(=O)(=O)N3CCCCCC3)ccc21 | 19.1% | 0.0% | .
27 | C=C(C)COc1ccc(-c2ncncc2-c2ccc(Br)cc2)c(O)c1 | -17.2% | . | -1.9%
28 | COc1ccc(CNC(=O)Cn2nnc(-c3ccccc3F)n2)cc1 | -7.9% | 1.9% | .
29 | O=C(c1cc(-c2ccc(Cl)cc2)on1)N(Cc1ccc(F)cc1)Cc1ccco1 | 9.8% | -5.7% | .
30 | CCCOc1ccc2ccccc2c1/C=N/n1cnnc1 | -12.0% | 5.6% | -18.7%
31 | CC(C)=CCC(C)(C)C1OCCN1C(=O)Nc1ccccc1 (stereo not given) | -9.9% | 2.0% | 3.3%
32 | CCc1ccc(C(=O)COC(=O)c2ccc(-c3nnc(-c4ccccc4)o3)cc2)cc1 | -3.1% | 2.1% | 7.8%
33 | COc1ccccc1C(=O)NCC(=O)n1nc(C)cc1C | -1.8% | 2.1% | -0.4%
34 | Cc1cc(C=C2C(=O)c3ccccc3C2=O)c(C)n1-c1cccc(C(=O)O)c1 | -33.8% | -2.6% | 4.4%
35 | COc1ccccc1-c1cc(C(=O)Nc2sc3c(c2C#N)CCCC3)no1 | -3.9% | -1.8% | .
36 | COC(=O)c1ccc(Cn2nc(C)cc2C)cc1 | 5.1% | -0.9% | 19.8%
37 | Cc1sc2ncnc(SCC#N)c2c1C | 6.2% | . | 4.1%[2.35 µM]
38 | Cn1c(=O)n(CC(=O)O)c(=O)c2c1nc1n2CCCN1Cc1ccccc1 | -5.1% | . | 0.5%
39 | O=C1NC2(CCCCCC2)C(=O)N1CCS(=O)(=O)Oc1ccccc1 | -4.2% | 2.4% | 0.6%
40 | CCOC(=O)N1CCN(C(=O)CSCc2nc(-c3ccccc3F)oc2C)CC1 | -1.3% | 6.7% | -4.4%
41 | CC(=O)OCC1OC(C#CCCc2ccccc2)C=CC1OC(C)=O (stereo not given) | . | 2.6%[21 µM] | -2.7%[12.8 µM]
42 | COc1ccc(Oc2cc(F)nc(N)n2)cc1 | -3.9% | 2.9% | 0.6%
43 | CCN1c2ccccc2-c2nc(SCC(=O)Nc3cc(C)c(Cl)cc3OC)ncc2S1(=O)=O | 0.5% | 7.9% | .
44 | COc1cccc(N2CCN(C(=O)c3cnn(C(C)(C)C)c3C3CCN(C(=O)OC(C)(C)C)CC3)CC2)c1 | -0.9% | 1.1% | .
45 | CC1OCC23CC[C@@]4(C)CCC(C)(C)C[C@H]4[C@]2(C)CCC12C3CC[C@@]1(C)C2C(=O)CC(=O)[C@@H]1C (stereo not given in full) | . | 5.6% | 3.1%
46 | CC(C)c1cc(C(=O)NCc2ccco2)no1 | 15.0% | . | 10.7%
47 | c1ccc(CNc2oc(-c3ccccc3)nc2-c2ccccc2)cc1 | . | 4.4% | -0.8%
48 | O=CN1CCN(S(=O)(=O)c2ccc(S(=O)(=O)NC3CCCCC3)cc2)CC1 | -16.2% | 0.9% | -4.8%

Record cards, as listed above:
Profile of CC1OCC23CC[C@@]4(C)CCC(C)(C)C[C@H]4[C@]2(C)CCC12C3CC[C@@]1(C)C2C(=O)CC(=O)[C@@H]1C (stereo not given in full) = FEN1 inhibitor: .; TDP1 inh: 5.6%; N370S GC: 3.1%
Profile of c1ccc(CNc2oc(-c3ccccc3)nc2-c2ccccc2)cc1 = FEN1 inhibitor: .; TDP1 inh: 4.4%; N370S GC: -0.8%
Profile of CCN1c2ccccc2-c2nc(SCC(=O)Nc3cc(C)c(Cl)cc3OC)ncc2S1(=O)=O = FEN1 inhibitor: 0.5%; TDP1 inh: 7.9%; N370S GC: .

Remaining list, next part:
no. | smiles | FEN1 inhibitor | TDP1 inh | N370S GC
49 | COc1ccc(C2CC23N=C(c2ccccc2)OC3=O)cc1 (stereo not given) | -6.7% | 5.3% | 8.1%
50 | CCC1COC(c2cccn2Cc2ccc(Cl)cc2)=N1 (stereo not given) | -6.2% | -1.2% | -5.2%
51 | CCOC(=O)c1cccc(NC(=O)C(C)N2C(=O)c3ccccc3C2=O)c1 (stereo not given) | -21.9% | 6.1% | -6.3%
52 | CCc1ccccc1N(C)C(=O)c1cc2c(=O)oc3ccccc3c2s1 | -12.8% | -5.9% | .
53 | O=C(COC(=O)/C=C/c1ccccc1)Nc1ccc(Cl)cn1 | 0.3% | 1.7% | 0.2%
54 | CCN(CC(=O)Nc1cc(S(=O)(=O)N2CCCCC2)ccc1Cl)Cc1ccccc1 | 4.3% | . | 0.5%
55 | O=S(=O)(c1ccccc1)N1CCN=C1SCc1ccc(Cl)cc1 | 8.6% | . | 13.6%
56 | C/C(=C\c1ccc(C)o1)C(=O)c1c(C)cc(C)[nH]c1=O | -8.6% | 1.2% | -4.9%
57 | COCCN(C(=O)COC(=O)Cc1cccc(OC)c1)c1c(N)n(CC(C)C)c(=O)[nH]c1=O | -3.7% | 1.2% | -8.1%
58 | Cc1cccc(C)c1NC(=O)c1nc(S(C)(=O)=O)ncc1N(Cc1ccc(C(C)(C)C)cc1)Cc1ccco1 | 1.0% | 4.7% | .
59 | O=C(O)CCCCCN1C(=O)C2CCCCC2C1=O (stereo not given) | -2.3% | 0.0% | 2.5%
60 | CCN(C[C@H]1N[C@@](CC)(C(=O)OC)[C@H]2C(=O)N(C)C(=O)[C@@H]12)S(=O)(=O)c1ccc(C(F)(F)F)cc1 | 0.8% | 0.1% | .
61 | O=C(CSc1nnc(CNC(=O)c2cccs2)o1)Nc1ccccc1 | -0.5% | -1.6% | 1.9%
62 | COc1cc(OC)c(C(=O)Nc2cccc3ccccc23)cc1OC | -6.8% | . | 2.0%
63 | Cc1cc(Oc2ccccc2)nc(OCC#N)n1 | 0.6% | 4.5% | -13.4%
64 | O=C(Nc1ccc([N+](=O)[O-])cc1)N1CCCCC1 | -6.0% | -1.2% | -7.7%
65 | Cn1cc([N+](=O)[O-])c(C(=O)Nc2ccn(Cc3c(F)c(F)cc(F)c3F)n2)n1 | 6.3% | 7.1% | -5.5%
66 | C=CCN(C(=O)Nc1ccc(F)cc1)C1CC(=O)N(c2ccc(OC)cc2)C1=O (stereo not given) | 8.8% | -1.0% | 0.9%
67 | Cc1cc(=O)[nH]c(N/N=C/c2ccc(OC(=O)c3cccnc3)cc2)n1 | 12.2% | 3.5% | 0.1%
68 | Cc1ccc(S(=O)(=O)CCC(=O)N(CCCN2CCOCC2)c2nc3ccccc3s2)cc1 | 33.6% | 5.3% | -28.3%
69 | O=C(N/C(=C\c1ccc(Br)cc1)C(=O)N1CCOCC1)c1ccccc1Cl | 0.4% | 1.2% | -3.2%
70 | CCOC(=O)C1CCCN(C(=O)c2cn(CC)c3ccc(S(=O)(=O)N4CCCC4)cc3c2=O)C1 (stereo not given) | -3.4% | 4.0% | 6.2%
71 | CCOC(=O)C1=C(O)C(=O)N(c2ccc(S(N)(=O)=O)cc2)C1c1cccc([N+](=O)[O-])c1 (stereo not given) | 11.7% | 2.6% | -3.8%
72 | COc1ccc(NC(=O)C(NC(=O)Cc2cccs2)c2ccc(OC)cc2)cc1 (stereo not given) | -2.1% | 0.0% | .
73 | C/C(=N\NC(=S)Nc1cccc(C)c1)c1ccco1 | -12.7% | 2.8% | -8.2%
74 | O=C(CNc1cccc(S(=O)(=O)N2CCCC2)c1)Nc1cccc(Br)c1 | -1.2% | 1.0%[0.505 µM] | -5.5%
75 | CCS(=O)(=O)N1CC(=O)N(c2ccc(C)c(C)c2)C(C)(C(=O)NC2CCCCCC2)C1 (stereo not given) | 21.8% | 2.5% | .
76 | C=C1C(=O)O[C@@H]2[C@H]3O[C@]3(C)CCC=C(C)CC[C@@H]12 | . | 10.4%&11.5%[56.1 µM] | 1.4%&5.9%
77 | O=C(COC(=O)c1sc2ccccc2c1Cl)NCC1CCCCC1 | -9.5% | 2.7% | 1.5%
78 | COC(=O)[C@@]1(Cc2ccc(OC)cc2)[C@H]2c3cc(C(=O)N(C)C)n(CCc4c[nH]c5ccc(O)cc45)c3C[C@H]2CN1C(=O)c1ccccc1 | . | 7.5% | 0.1%
79 | CCOc1ccc(-n2c(=O)c3c(C)c(C)sc3n(CC(=O)NCc3ccco3)c2=O)cc1 | -15.0% | 3.1% | 3.1%
80 | CC1(C)CC(=O)C(N=Nc2cccnc2)=C(O)C1 | 10.0% | 0.0% | -6.3%
81 | Cc1cc(C)c(NC(=O)CN2C(=O)C3(SCC(=O)N3c3ccc(F)cc3)c3ccccc32)c(C)c1 (stereo not given) | -15.7% | 0.0% | .
82 | O=C(Cc1ccc(-c2ccccc2)cc1)NC(c1ccccc1)c1ccccc1 | -0.8% | 1.4% | 2.9%
83 | CCOC(=O)c1ccc(N2C(=O)c3[nH]nc(-c4ccc(OC)cc4)c3C2c2ccccc2Cl)cc1 (stereo not given) | -4.4% | 2.3% | .
84 | Cc1cccc(C)c1Nc1c(-c2ccsc2)nc2ccccn12 | ? | 11.8% | .
85 | CNC(=O)c1c(NC(=O)Cc2coc3ccc(OC)cc23)sc2c1CCCC2 | 15.4% | 0.0% | .
86 | Cc1cccc(N/C(N)=N/c2nc(C)cc(C)n2)c1 | ? | -2.0% | -10.7%
87 | CCC1(CC)NC(=O)N(CC(=O)OCC(=O)Nc2ccc(C(F)(F)F)cc2)C1=O | 4.8% | -2.2% | 9.5%
88 | CCc1ccc(NC(=O)CSc2ccc(-c3ccco3)nn2)cc1 | 4.2% | 0.0% | ?
89 | COc1ccc(OCc2cc(C(=O)NC(C)Cc3cccnc3)no2)c(Cl)c1 (stereo not given) | 19.7% | 4.7% | -4.5%

Copied from above: entries 1–2
no. | smiles | FEN1 inhibitor | TDP1 inh | N370S GC
1 | O=C(NCc1cccs1)C1CCN(c2nccs2)CC1 | -3.2% | -5.1% | 11.7%[2.35 µM]
2 | COc1ccc(NCC(=O)N2CCCC2)cc1Cl | 3.3% | -5.0% | 6.8%
